High-throughput results deposited in PubChem by Broad Institute.
PGC1a acetyl inh: modulators of PGC1a acetylation; U2OS PGC1a acetylation, AlphaScreen anti-acetyl-lysine; with virally co-expressed GCN5 acetyltransferase; inhibition, % at 15.6 µM; AID 651687; 350,000 compounds, 0.17% hits;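 active means every replicate shows inhibition of at least 40%; inconclusive means mean inhibition at least 40% but some replicate below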;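 further: 0% = neutral control wells and 100% = positive control wells; some results beyond the cut were filed as inactive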
RAD52 inh: RAD52 (human) annealing inhibition. P43351. recombinant RAD52 DNA annealing, FRET fluorescence. inhibition, % at 18.7 µM. 360,000 compounds, 0.46% hits;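 active means every replicate showing at least 50% inhibition; inconclusive means mean inhibition at least 50% but not in every replicate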
Target sequence (P43351 whole entry, looked up): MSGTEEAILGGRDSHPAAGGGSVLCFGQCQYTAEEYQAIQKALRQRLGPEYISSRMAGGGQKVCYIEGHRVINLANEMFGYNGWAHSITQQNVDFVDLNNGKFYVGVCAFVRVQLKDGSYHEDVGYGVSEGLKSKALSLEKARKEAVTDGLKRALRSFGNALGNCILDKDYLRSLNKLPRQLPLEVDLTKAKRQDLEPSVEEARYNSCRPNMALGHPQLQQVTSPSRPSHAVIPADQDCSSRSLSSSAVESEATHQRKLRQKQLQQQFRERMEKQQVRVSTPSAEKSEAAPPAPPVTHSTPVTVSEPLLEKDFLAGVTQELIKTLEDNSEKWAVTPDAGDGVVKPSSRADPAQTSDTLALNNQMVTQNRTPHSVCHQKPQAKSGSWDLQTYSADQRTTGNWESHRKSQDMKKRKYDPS
RAD54 branch: inhibitors of human RAD54 branch migration | 360,000 compounds, 0.14% hits | AID 602329 | Q92698 | inhibition, % at 10.4 µM | RAD54 Holliday junction branch migration, FAM/BHQ fluorescence;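 active means mean normalized replicate activity at least 40 and at least half of replicates scoring 40 or more; inconclusive means only one of the two criteria met; inactive means mean below 40 and under half of replicates reaching 40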;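 further: 0% = median of neutral control wells and 100% = median of positive control wells; inhibitors cause a drop in the FAM fluorescence signal; in these data hits start at about 50%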
ERAP1 HTS inh: blocks human ERAP1 aminopeptidase activity; inhibition, % at 10.7 µM; AID 652197; 340,000 compounds, 0.15% hits; recombinant ERAP1, Leu-AMC fluorescence, 60 min; Q9NZ08;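 active means mean replicate inhibition of at least 30%, or all replicates individually reaching that 30% level; inactive means mean below 30% and not every replicate reaching it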;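 further: 0% = neutral control wells and 100% = L-leucinethiol positive control wells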
Cneo AK release: causes C. neoformans cell lysis; adenylate kinase release luminescence, 4 h; normalised: neutral wells 0, clomiphene wells 100; lysis activity, % at 15 µM; 360,000 compounds, 0.2% hits; AID 651654;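 active means mean lysis activity across replicates of at least 80%, whatever share of replicates individually reach that level; inactive means mean lysis activity below 80%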
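Material: C. neoformans cells; Schedule: 4 h static compound exposure, 37 °C, read 1 h post-reagent; Measured by: adenylate kinase release luminescence; Read-out: signal increase indicating cell lysis; Controls: Clomiphene as positive lysis control.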
E-sel inducer: E-selectin induction on HUVECs; P16581; HUVEC E-selectin immunofluorescence imaging; normalized: neutral wells 0, TNF-alpha wells 100; activation, % at 7.58 µM; 260,000 compounds, 0.37% hits; AID 686992;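 active means mean E-selectin-positive cell signal at least 10% of the positive control, reached in at least 60% of replicates, without over 20% cell loss; inconclusive means no rule given, readout overlaps actives, possibly toxicity-flagged; inactive means the rest, including those meeting only one limit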;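 further: in these data hits start at about 27%; measured in HUVEC primary endothelial cells; signal is the percent of cells scored E-selectin positive by PE staining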
Target sequence (P16581 whole entry, looked up): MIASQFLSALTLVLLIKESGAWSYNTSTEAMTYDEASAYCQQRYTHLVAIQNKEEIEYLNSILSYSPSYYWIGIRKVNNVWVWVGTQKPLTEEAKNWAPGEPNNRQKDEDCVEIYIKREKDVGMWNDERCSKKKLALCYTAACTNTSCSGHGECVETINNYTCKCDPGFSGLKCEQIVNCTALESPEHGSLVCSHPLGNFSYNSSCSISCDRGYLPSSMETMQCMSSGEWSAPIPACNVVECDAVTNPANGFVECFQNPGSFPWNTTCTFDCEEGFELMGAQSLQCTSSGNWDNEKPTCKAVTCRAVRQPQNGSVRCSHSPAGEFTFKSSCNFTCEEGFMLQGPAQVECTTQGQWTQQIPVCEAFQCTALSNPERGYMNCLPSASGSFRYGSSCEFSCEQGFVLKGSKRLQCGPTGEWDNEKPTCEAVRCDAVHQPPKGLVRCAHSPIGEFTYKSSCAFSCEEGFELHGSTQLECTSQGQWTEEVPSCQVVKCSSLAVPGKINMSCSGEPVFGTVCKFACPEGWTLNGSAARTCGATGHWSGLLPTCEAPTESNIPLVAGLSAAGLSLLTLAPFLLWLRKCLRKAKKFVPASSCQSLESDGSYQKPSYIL
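Test system: HUVEC; input: 3,000 HUVEC/well; measured by: immunofluorescence imaging; read-out: % PE-positive cells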
PglD DTNB: inhibitors of Campylobacter jejuni PglD acetyltransferase; purified PglD enzyme, DTNB colorimetric CoA detection; inhibition, % at 12.5 µM; 360,000 compounds, 0.098% hits; in the data active means inhibition above about 16%, passing the limit was not always enough; inconclusive means no clear call, values can overlap the other calls; further: strong numbers were not always called active
miR-122 sensor: blocks miR-122 activity in Huh7 sensor cells; 340,000 compounds, 0.3% hits; activation (reporter increase), % at 12.5 µM; Huh7 miR-122 Renilla luciferase sensor, 48 h; neutral wells = 0, positive control = 100;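 active means mean replicate activation score at least 90 and every replicate individually at or above 90; inconclusive means only one of the two criteria met; inactive means neither criterion met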;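 further: higher luciferase means less miR-122 activity so hits act as miR-122 inhibitors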
Active calls of the source: *; ? = inconclusive; . = not tested or not shown; [ ] = another dose, or the depositor's remark.

nr | Structure | PGC1a acetyl inh | RAD52 inh | RAD54 branch | ERAP1 HTS inh | Cneo AK release | E-sel inducer | PglD DTNB | miR-122 sensor
1 | CC(C)(C(=O)N1CCC1(C)C(=O)NS(=O)(=O)c1cccc(Cl)c1)c1ccccc1 (stereo not given) | 25 | -8 | 2 | 3 | -1 | 0.0 | 4 | 22
2 | O=c1c2cc3c(cc2[nH]c(=S)n1C1CCN(Cc2ccccc2)CC1)OCO3 | 3 | -27 | 10 | 6 | 2 | 0.0 | -2 | -9
3 | COc1ccc(NC(=O)N(C)C[C@@H]2OCCCC[C@@H](C)Oc3ccc(NS(=O)(=O)c4ccc(OC)cc4)cc3C(=O)N([C@H](C)CO)C[C@@H]2C)cc1 | 3 | . | 11 | . | -1 | -0.2 | 1 | 3[16.7 µM]
4 | COc1ccc(S(=O)(=O)Nc2cccc3c2O[C@H](CN(C)C(=O)Nc2ccccc2)[C@@H](C)CN([C@@H](C)CO)C3=O)cc1 | -3 | -1 | 3 | 2 | 32 | -0.4 | 1 | 30[16.7 µM]
5 | O=C1C=C(O)c2cccc3cccc1c23 | . | -63 | -10 | 0 | 3 | 0.3 | -3 | .
6 | O=C(NCC1CCCO1)c1onc(CSc2ccccc2F)c1C(=O)O (stereo not given) | . | -8 | 3 | 5 | 10 | 0.0 | 5 | .
7 | O=C(NCCOc1nc(N2CCCCC2)nc(N2CCOCC2)n1)Nc1ccccc1 | 0 | . | 4 | . | -4 | . | -6 | 9
8 | C[C@@H]1CN([C@H](C)CO)C(=O)c2cc(NC(=O)CCC(F)(F)F)ccc2O[C@@H](C)CCCCO[C@@H]1CN(C)S(=O)(=O)c1ccccc1 | -6 | -34 | 2 | -1 | -1 | -0.1 | -2 | 19[16.7 µM]
9 | Cc1nnsc1C(=O)N1CCN(c2cc(C(F)(F)F)ccn2)CC1 | -1 | -14 | -4 | 9 | 1 | 0.2 | 0 | 24
10 | COc1ccc(OC)c(C(=O)N2CCC(n3nccc3NC(=O)CC(C)C)CC2)c1 | . | -5 | -5 | 2 | 3 | . | -5 | .

By substructure, the compounds so far containing fluorine (3)
nr | Structure | PGC1a acetyl inh | RAD52 inh | RAD54 branch | ERAP1 HTS inh | Cneo AK release | E-sel inducer | PglD DTNB | miR-122 sensor
6 | O=C(NCC1CCCO1)c1onc(CSc2ccccc2F)c1C(=O)O (stereo not given) | . | -8 | 3 | 5 | 10 | 0.0 | 5 | .
8 | C[C@@H]1CN([C@H](C)CO)C(=O)c2cc(NC(=O)CCC(F)(F)F)ccc2O[C@@H](C)CCCCO[C@@H]1CN(C)S(=O)(=O)c1ccccc1 | -6 | -34 | 2 | -1 | -1 | -0.1 | -2 | 19[16.7 µM]
9 | Cc1nnsc1C(=O)N1CCN(c2cc(C(F)(F)F)ccn2)CC1 | -1 | -14 | -4 | 9 | 1 | 0.2 | 0 | 24

The list continues.
nr | Structure | PGC1a acetyl inh | RAD52 inh | RAD54 branch | ERAP1 HTS inh | Cneo AK release | E-sel inducer | PglD DTNB | miR-122 sensor
11 | CCN(Cc1ccncc1)C(=O)c1ccco1 | -4 | -7 | 4 | 2 | 0 | -0.1 | 4 | -1
12 | COc1cccc(N2CCN(S(=O)(=O)c3ccc(-c4coc(C)n4)cc3)CC2)c1 | 0 | -35 | 1 | 0 | -1 | . | 3 | -1
13 | Cc1cc(C)nc(SCC(=O)Nc2ncc3c(n2)CC(C)(C)CC3=O)n1 | -3 | . | -11 | . | 0 | . | -1 | -4
14 | Cn1c(=O)oc2cc(S(=O)(=O)NCc3ccncc3)ccc21 | -1 | . | -16 | . | 3 | . | 0 | 22
15 | Cc1cccc(N2C(=O)/C(=C/c3ccccn3)SC2=S)c1 | 4 | -16 | -12 | . | -1 | . | -4 | -2
16 | COc1cc(C(=O)Nc2ccc([N+](=O)[O-])cn2)cc(OC)c1OC | -3 | . | -6 | . | 0 | . | 0 | -5
17 | CCOc1ccc(C(=O)NCC2OCCc3ccccc32)cc1 (stereo not given) | 3 | . | 1 | . | -2 | . | -1 | -3
18 | CC(C)NC(=O)N(C)C[C@@H]1Oc2c(NC(=O)Nc3cccc4ccccc34)cccc2C(=O)N([C@H](C)CO)C[C@@H]1C | 0 | 15 | -2 | 3 | -6 | 0.5 | 0 | -4[16.7 µM]
19 | CC(=O)c1cnn(-c2ccccc2)c1C | 2 | -21 | . | 1 | . | . | . | -3
20 | COc1ccccc1S(=O)(=O)Nc1ccc2c(c1)OC[C@@H](C)NC[C@@H](C)[C@@H](OC)CN(C)C2=O | -1 | -6 | 5 | 0 | -2 | 0.3 | -1 | 21[16.7 µM]
21 | CCOc1cc(/C=C/C(=O)O)ccc1OCCOc1ccc(F)cc1 | . | -13 | -7 | 3 | 3 | . | 4 | .
22 | O=C(NC1=NCCS1)c1ccccc1F | -4 | -23 | -1 | . | -1 | . | -4 | 1
23 | C[C@@H]1CN([C@@H](C)CO)C(=O)c2cc(NS(=O)(=O)c3ccc(Cl)cc3)ccc2O[C@@H]1CN(C)Cc1ccc(Cl)c(Cl)c1 | 2 | 10 | -5 | -1 | -6 | 0.6 | -1 | -12[16.7 µM]
24 | COc1ccc2c(c1)cc1c(=O)n(CC(=O)NCCCN3CCOCC3)nc(C)n12 | 7 | 3 | 7 | 3 | 0 | . | -2 | -7
25 | CCCn1nnc(NC(=O)COc2cc(C)ccc2C(C)C)n1 | 6 | . | 4 | . | 3 | . | 5 | 0
26 | Cc1ccc(N2CC(C(=O)NCc3n[nH]c(=O)c4ccccc34)CC2=O)cc1C (stereo not given) | . | -9 | 3 | 4 | 10 | -2.0 | -5 | .
27 | CN(Cc1nc(-c2ccc(Cl)cc2)no1)C(=O)CCN1C(=O)[C@H]2CC=CC[C@H]2C1=O | 0 | -18 | -7 | -1 | 0 | . | 4 | -8
28 | CC(C)(C)OC(=O)N1CSC[C@H]1C(=O)NC[C@H](CC(=O)O)c1ccc(Cl)cc1 | . | -7 | -11 | 2 | 1 | 2.2 | 1 | -3
29 | CCOC(=O)C1=C(COC(=O)CSc2ccc(C)cc2)NC(=O)NC1C (stereo not given) | 9 | -4 | . | 1 | . | ? | . | .
30 | CN(C)S(=O)(=O)c1cccc(NC(=O)c2cc([N+](=O)[O-])ccc2N2CCCCC2)c1 | 1 | -7 | 9 | 3 | 1 | . | 3 | .
31 | O=c1[nH]c(=O)n(C2OC(CO)C(O)C2O)cc1N1CCOCC1 (stereo not given) | . | -11 | 0 | 0 | -2 | 0.6 | -8 | -3
32 | O=C(C[C@H]1C=C[C@@H](NC(=O)Nc2cc(F)ccc2F)[C@H](CO)O1)NCc1ccncn1 | -9 | -2 | -1 | -1 | 4 | -0.3 | -3 | .
33 | CC1(C(=O)NS(=O)(=O)c2ccc(Cl)s2)CCN1C(=O)C1(c2ccc(Cl)cc2)CCC1 (stereo not given) | 17 | -16 | 3 | 2 | -1 | -0.1 | 1 | 20
34 | CCc1cc2c(SCC(=O)Nc3ncc(Cl)c(C)c3Cl)ncnc2s1 | 6 | -15 | 6 | -3 | 0 | . | 0 | -17
35 | OC(c1ccccc1)c1ncc(-c2ccc(C(F)(F)F)cc2)[nH]1 (stereo not given) | . | -4 | 8 | 7 | -3 | 4.3 | 0 | .
36 | Cn1c2ccccc2c(=O)c2ccc(NCCc3cccs3)cc21 | 7 | -66 | 0 | 0 | -8 | . | -7 | 2
37 | CCOC(=O)C1=C(N)Oc2c(oc(CO)cc2=O)C1c1ccc(F)c(F)c1 (stereo not given) | -2 | 3 | 2 | 1 | -1 | 0.2 | 1 | 1
38 | CC(NC(=O)COC(=O)c1cc(Cl)nc(Cl)c1)c1ccccc1 (stereo not given) | . | -1 | 1 | 3 | 1 | . | 1 | -13
39 | C[C@H]1CN([C@@H](C)CO)C(=O)c2cc(-c3ccccc3F)cnc2O[C@H]1CN(C)Cc1ccccc1 | 5 | 10 | 4 | -1 | -1 | 0.2 | -2 | -12[16.7 µM]
40 | CCc1ccccc1NC(=O)CN(C)C(=O)CN1C(=O)NC2(CCCCCC2)C1=O | 15 | -14 | -6 | 2 | 1 | . | 6 | 2
41 | Cc1ccc(C(=O)NCCc2nnc3ccc(SCC(=O)NCc4ccc(F)cc4)nn23)cc1 | . | -7 | -5 | 1 | -9 | . | -2 | .
42 | Cc1cc(C)cc(N(C(=O)Cc2cccs2)C(C(=O)NC2CCCC2)c2ccc(C)o2)c1 (stereo not given) | -10 | -23 | -6 | -2 | -2 | . | -2 | 2
43 | CCOc1ccc(CNCc2cccnc2)cc1 | 6 | . | 12 | . | 1 | . | -3 | -4
44 | COc1ccc([C@H]2[C@@H]3C=CCC[C@@]3(C)C(=O)N2Cc2ccccc2)cc1Cl | -1 | -9 | 2 | 4 | -1 | 0.8 | -2 | -2
45 | CCOC(=O)c1c(C)[nH]c(C(=O)N(C)CC(=O)Nc2ccc(OCC)c(OCC)c2)c1C | . | -16 | -6 | -3 | -1 | 0.4 | -3 | -1
46 | CS(=O)(=O)N(CC(=O)N1CCN(c2cccc(Cl)c2)CC1)c1ccccc1 | -9 | . | 9 | . | -5 | . | 8 | -3
47 | O=C(c1ccc(C23CC4CC(CC(C4)C2)C3)o1)N1CCOCC1 | 8 | . | -2 | . | 1 | . | -2 | 4
48 | Cc1ccc(-c2ccc(C(=O)O)c(C)n2)cc1 | -2 | -18 | -3 | 2 | -1 | . | -6 | 11
49 | Cn1nnnc1SCCNC(=O)C1CCC(=O)N(Cc2ccc(Cl)cc2)C1 (stereo not given) | -1 | -7 | -2 | 2 | -6 | . | 4 | .
50 | C[C@H]1CN([C@@H](C)CO)C(=O)c2cc(-c3ccc(C#N)cc3)cnc2O[C@H]1CN(C)C(=O)Nc1ccc(F)cc1 | -5 | 12 | -4 | 0 | -1 | 0.7 | 2 | 10[16.7 µM]
51 | C[C@@H]1CN([C@@H](C)CO)C(=O)c2cccc(NC(=O)c3cnccn3)c2O[C@H]1CN(C)Cc1ccccc1 | 6 | 11 | -2 | -2 | 2 | -0.1 | 6 | 34[16.7 µM]
52 | CCN(CC)C(=O)CSc1nnc(-c2c[nH]c3ccccc23)o1 | -14 | -5 | 5 | -1 | 0 | . | 0 | -5
53 | CCOC(=O)Cc1csc(SCC(=O)Nc2cccc(Cl)c2)n1 | -8 | . | 2 | . | 0 | . | 3 | -6
54 | CCC(=O)N1CCN(c2ccc(Cl)cc2NC(=O)Cc2ccc(Cl)cc2)CC1 | -4 | . | -2 | . | 11 | . | 0 | -5
55 | C/C=C/c1ccc([C@H]2[C@@H](CO)N(C(=O)Cc3cccnc3)[C@H]2CNC(C)=O)cc1 | -3 | -10 | -4 | . | -9 | 0.1 | -1 | -8[16.7 µM]
56 | Nc1cc(=O)[nH]c(SCC(=O)Nc2ccc(Oc3ccccc3)cc2)n1 | -17 | -6 | -8 | 1 | 0 | 0.0 | -4 | 1
57 | Cc1cccc(OCCNc2nc3c(c(=O)n(C)c(=O)n3C)n2C)c1 | -11 | . | -8 | . | 4 | . | -8 | 0
58 | Cc1ccc(Cl)c(OCC(O)CN(CCO)CCO)c1 (stereo not given) | 11 | . | -4 | . | 0 | . | 0 | -5
59 | CCc1cc2c(=O)c(-c3nc4ccccc4n3C)coc2c(CN2CCCCC2)c1O | 2 | -5 | 1 | 3 | 2 | 0.2 | -4 | -1
60 | COc1ccc(-n2nc3c(c2NC(=O)c2c(F)cccc2Cl)CS(=O)C3)cc1 (stereo not given) | 0 | -61 | 5 | . | 0 | -0.4 | 1 | -2
61 | C[C@H](CO)N1C[C@H](C)[C@@H](CN(C)Cc2cccnc2)Oc2ncc(C#Cc3cccnc3)cc2C1=O | 14 | -5 | -5 | 5 | 0 | -0.3 | 3 | 9[16.7 µM]
